Bioassay records from PubChem.
KCNQ1 act: potentiators or activators of KCNQ1 channel, primary screen, cell-based, thallium flux, high-throughput; Potassium voltage-gated channel subfamily KQT member 1 (Homo sapiens), P51787; CHO-K1 KCNQ1, thallium flux FluxOR fluorescence; hits give high values; B-score at 10 µM; 0.35% of 310,000 active; AID 2648, 2010;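 active = fluorescence ratio B-score, a plate-corrected score, at least three library SD, with initial intensity B-score within 5 SD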
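System: Stable KCNQ1 CHO-K1 line | Incubation: 90 min dye loading and 20 min compound exposure, both at room temperature | Measure: Ratio B score | Medium: Assay buffer for compound exposure, DMSO matched across wells | Compound dosing: Single-concentration screen | Probe or stimulus: K+/Tl+ depolarizing stimulus | Measured by: Kinetic FluxOR fluorescence, 10 s baseline plus 110 s post-stimulus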
KCNQ1 block: inhibitors of human KCNQ1 channel, primary screen, cell-based, thallium flux, high-throughput | CHO-K1 KCNQ1, FluxOR thallium flux fluorescence; hits give high values | B-score at 10 µM | 1.3% of 310,000 active | Potassium voltage-gated channel subfamily KQT member 1 (Homo sapiens), P51787;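 active = compounds whose thallium flux B-score, printed positive for inhibition, exceeds three library SD while starting fluorescence stays within three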;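 note: channel opened by potassium depolarization with thallium stimulus after 20 min compound exposure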
RGS4 block: RGS4 inhibitors, primary screen, cell-based, HEK293 M3R inducible RGS4, calcium flux; AID 463165, 2010; B-score at 10 µM; 0.45% of 310,000 active; Fluo-4 calcium flux; hits give high values; triggered by carbachol at its EC20;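 active = B-score, a plate-corrected calcium signal, over three deviations above library mean, with baseline fluorescence within five deviations of library mean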;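 note: RGS4 expression induced by doxycycline in cells with stable M3 receptor; B-score is computed from the integrated fluorescence ratio over baseline after carbachol; higher B-score means a larger calcium signal and so more RGS4 inhibition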
GSK3 alpha inh: blockers of GSK3A enzyme activity – biochemical, luminescence, cell-free homogeneous, HTS, primary screen | Glycogen synthase kinase-3 alpha (Homo sapiens), P49840 | GSK-3 alpha kinase, ADP-Glo luminescence, 60 min | inhibition, % at 10 µM | 0.1% of 320,000 active | AID 2650, 2010;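 in the data active = inhibition above about 50%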;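 note: GST-tagged GSK-3 alpha with peptide substrate and 25 µM ATP; 0% = DMSO neutral wells and 100% = GW8510 positive control wells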
Target sequence (P49840 whole entry, looked up): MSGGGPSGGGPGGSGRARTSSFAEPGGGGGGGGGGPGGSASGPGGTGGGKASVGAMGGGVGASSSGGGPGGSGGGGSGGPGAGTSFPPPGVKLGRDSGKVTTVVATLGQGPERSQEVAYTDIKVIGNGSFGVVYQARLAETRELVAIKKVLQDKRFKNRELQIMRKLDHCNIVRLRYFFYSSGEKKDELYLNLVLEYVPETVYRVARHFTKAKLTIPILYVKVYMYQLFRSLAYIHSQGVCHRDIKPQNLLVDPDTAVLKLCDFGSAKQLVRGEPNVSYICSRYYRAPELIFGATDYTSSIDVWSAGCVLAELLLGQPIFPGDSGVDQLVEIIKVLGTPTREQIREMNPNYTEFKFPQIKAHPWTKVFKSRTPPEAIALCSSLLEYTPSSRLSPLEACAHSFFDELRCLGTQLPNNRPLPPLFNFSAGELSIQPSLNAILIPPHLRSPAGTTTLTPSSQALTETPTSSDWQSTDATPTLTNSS
KCNK9 inh: KCNK9 potassium channel inhibitors, primary screen, HEK293 cells, thallium flux. FluxOR thallium flux fluorescence; hits give low values. B-score at 10 µM. 1.2% of 310,000 active;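 active = ratio B-score over 3 SD below the library mean, with starting fluorescence within 5 SD of its mean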;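 note: negative B-score means less thallium flux so channel inhibition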
PolyA inh: polyadenylation inhibitors in yeast reporter cells, primary screen, luminescence, S. cerevisiae; calls only at 12 µM; 0.02% of 300,000 active; AID 1875, 2009; S. cerevisiae SKY197-pL101 polyadenylation reporter, beta-gal luminescence; efflux-impaired pdr1/pdr3 knockout yeast; score 100 = 6 SD above DMSO;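 active = lowest replicate activity score at least 50, where 100 means six control SD above control mean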;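 note: yeast exposed to compound for 9 h at 30 °C; higher score means more reporter readthrough which indicates perturbed polyadenylation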
hERG rescue: hERG rescue from dofetilide block, primary screen, cell-based, CHO-hERG, FluxOR thallium flux, dofetilide IC70 | dofetilide IC70 present | activation (rescue from dofetilide block), less the hit threshold, % at 10 µM | 0.51% of 310,000 active | AID 1511, 2009;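 active = activation above the mean of controls blocked by dofetilide plus 5 SD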;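 note: thallium influx through hERG after potassium depolarization seen as dye fluorescence rise; in these data hits start at about 4.7%; inactives centre near -7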
GSK3B inh: human GSK3beta kinase inhibitors, primary screen, biochemical, cell-free homogeneous, HTS; AID 2097, 2009; GST-GSK3beta kinase, ADP-Glo luminescence, 60 min; hits give low values; 0.038% of 300,000 active; activity score (negative = inhibition), % at 10 µM;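 active = more than half of replicate wells score below -50%, meaning over 50% inhibition versus plate controls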;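 note: 0% = median DMSO wells and -100% = median GW8510 positive control wells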
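Test system: GST-fused GSK3beta enzyme, cell-free | Quantity: 1.6 ng GST-GSK3beta enzyme per well | Reagent: 25 µM ATP with peptide substrate | Schedule: 60 min enzyme reaction, room temperature | Signal: Luminescent ADP-Glo measurement of ADP formed | Read-out basis: Score relative to plate controls | Control set: DMSO and 20 µM GW8510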
RGS4 pot: RGS4 potentiators or activators, primary screen, cell-based, HEK293 M3R inducible RGS4, calcium flux; carbachol calcium flux Fluo4; hits give low values; B-score at 10 µM; 0.92% of 310,000 active;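 active = B-score of the integrated calcium signal more than 4 SD below the library mean, with starting fluorescence not abnormally high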;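 note: negative B-score means reduced calcium response which marks RGS4 activation or potentiation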
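Material: M3R-expressing HEK293 line, RGS4 induced by doxycycline | Schedule: Overnight RGS4 induction, 30 min dye load 37 °C, 20 min compound RT | Measured by: Fluo4 fluorescence kinetic imaging of calcium | Read-out: Integrated calcium ratio converted to B score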
KCNK3 block: human KCNK3 channel inhibitors, primary screen, CHO cells, FluxOR thallium flux, B-score. Potassium channel subfamily K member 3 (Homo sapiens), O14649. 0.84% of 340,000 active. FluxOR fluorescence; hits give low values. AID 602410, 2012. B-score at 10 µM;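 active = B-score under library mean minus 4 SD, starting fluorescence ratio at most library mean plus 5 SD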;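 note: more negative B-score means stronger inhibition of thallium flux through KCNK3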
Target sequence (O14649 whole entry, looked up): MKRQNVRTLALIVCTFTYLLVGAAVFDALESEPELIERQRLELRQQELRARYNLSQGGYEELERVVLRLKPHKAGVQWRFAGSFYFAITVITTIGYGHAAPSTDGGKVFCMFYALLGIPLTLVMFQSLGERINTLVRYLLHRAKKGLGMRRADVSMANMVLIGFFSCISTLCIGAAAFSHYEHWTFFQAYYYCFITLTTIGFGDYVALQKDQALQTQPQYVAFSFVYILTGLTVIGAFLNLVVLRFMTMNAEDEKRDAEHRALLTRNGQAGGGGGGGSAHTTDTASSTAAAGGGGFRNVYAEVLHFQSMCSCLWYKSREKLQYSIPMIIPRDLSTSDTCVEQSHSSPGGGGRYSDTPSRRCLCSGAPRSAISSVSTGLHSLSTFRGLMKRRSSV
DYRK1A inh: rat Dyrk1A kinase inhibitors, primary screen, biochemical, single point, plate reader. inhibition, % at 12.5 µM. ADP-Glo luminescence, NFATc1 peptide. Dual specificity tyrosine-phosphorylation-regulated kinase 1A (Rattus norvegicus), Q63470. 0.43% of 310,000 active; in the data active = inhibition above about 50%;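 note: plate controls were vehicle with enzyme for no effect and no enzyme for full effect; many of its hits are not listed in these tables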
* marks the source's active call; other numbers are inactive results; i = inactive; nt = not tested or not shown; & = joins results of further samples. These rows are one share of the data; the hit share may differ from the screen's.

SMILES	KCNQ1 act	KCNQ1 block	RGS4 block	GSK3 alpha inh	KCNK9 inh	PolyA inh	hERG rescue	GSK3B inh	RGS4 pot	KCNK3 block	DYRK1A inh
Cc1c(C(=O)N(CCc2ccccc2)Cc2ccccc2)cccc1[N+](=O)[O-]	i	i	i	-4	i	i	-10	-1	i	i	9
Cn1c(SCC#N)nnc1-c1cnccn1	i	i	i	0	i	i	-6	3	i	i	-8
O=C(NCCc1ccccc1F)C1CC(=O)N(c2ccccc2)C1 (stereo not drawn)	i	i	i	-1	i	i	-11	-12	i	i	-1
CN(CC(=O)Nc1ccccc1Cl)CC(=O)Nc1sc2c(c1C(N)=O)CCC2	i	i	i	-1	i	i	-16	3	i	i	18
NS(=O)(=O)c1ccc(CCNC(=O)CNC(=O)c2ccc(F)cc2)cc1	i	i	i	-1	i	i	-4	1	i	i	-3
COc1ccc(NC(=O)CN(C)CCOc2ccc(Cl)cc2)cc1OC	i	i	i	-2	i	i	-4	3	i	i	-1
O=C(CSc1ncc(S(=O)(=O)c2ccccc2)c(=O)[nH]1)Nc1ccccc1Cl	i	i	i	-4	i	i	-13	0	i	i	-6
COc1cc(NC(=O)Cn2nnc(-c3ccccc3N)n2)cc(OC)c1	i	i	i	-2	i	i	-5	7	i	i	1
COC(=O)c1ccc(NC(=O)C2CC(=O)N(c3cc(C)ccc3C)C2)cc1 (stereo not drawn)	i	i	i	-3	i	i	-9	1	i	i	1
CCn1c(C)cc(/C=C2\NC(=O)N(CC(=O)Nc3ccc(F)cc3)C2=O)c1C	i	i	i	nt	i	i	-17	3	i	i	-2
O=C(COC(=O)c1ccncc1)Nc1cccc(Cl)c1	i	i	i	-2	i	i	-9	-5	i	i	6
COc1ccc(S(=O)(=O)N(NC2=NS(=O)(=O)c3ccccc32)C(=O)C(C)C)cc1	i	i	i	-3	i	i	-7	-2	i	i	7
O=C(CCCNS(=O)(=O)c1cccc2nsnc12)NCc1ccccc1	i	i	i	0	i	i	-6	2	i	i	1
CC(C)c1ccc(CN(C(=O)c2ccco2)C2CCS(=O)(=O)C2)cc1 (stereo not drawn)	i	i	i	-2	i	i	-5	1	i	i	0
COc1ccc(CNC(=O)CSc2nnc3c(n2)[nH]c2ccc(F)cc23)cc1	i	i	i	-1	i	i	-1	-1	i	i	3
COc1cc(N/C(=N/S(=O)(=O)c2ccccc2)c2ccccc2)ncn1	i	i	i	nt	i	i	-20	3	i	i	1
Cc1cccc(NC(=S)Nc2cccc(C)n2)n1	i	i	i	-1	i	i	-12	-3	i	i	20
Cn1c(SCc2ccccc2Cl)nnc1-c1cnccn1	i	i	i	2	i	i	-6	-1	i	i	-2
CC(C)(C)OC(=O)N1CCN(c2ccc(CNC(=O)c3ccc(Cl)cc3)cc2)CC1	i	i	i	0	i	i	-2	-1	i	i	3
CCOC(=O)c1c(NC(=O)c2nn(CC)cc2Br)c(C#N)nn1-c1ccccc1	i	i	i	0	-9.3*	i	-9	-2	i	i	-5
COc1ccc(N(CC(=O)Nc2ccc(C)c(C)c2)S(=O)(=O)c2c(C)noc2C)cc1	i	i	i	-4	i	i	-5	-3	i	i	6
O=C(Nc1c2c(nn1-c1ccccc1)CS(=O)C2)c1ccc2c(c1)OCO2 (stereo not drawn)	i	i	i	-1	i	i	-7	1	i	i	-2
CCOCCn1c(CCCO)nc2ccccc21	i	i	i	-5	i	i	-3	1	i	i	10
CN1C=CC=C/C1=C1\SC(=S)N(c2ccccc2)C1=O	i	i	i	0	i	i	3	-3	i	i	-1
Cc1cc(NC(=O)CN2C(=O)NC(C)(c3ccccc3)C2=O)no1 (stereo not drawn)	i	i	i	4	i	i	-8	0	i	i	-2
CN(Cc1ccco1)S(=O)(=O)c1nnc(NC(=O)c2ccc(F)cc2)s1	i	i	i	-1	i	i	-8	2	i	i	nt
O=[N+]([O-])c1ccccc1NCc1ccc(Cl)cc1	i	i	i	-2	i	i	-15	2	i	nt	nt
CC1CCC(NC(=O)C2c3ccccc3C(=O)N2Cc2ccc3c(c2)OCO3)CC1 (stereo not drawn)	i	i	i	-2	i	i	-5	-2	i	i	-2
O=S(=O)(NCc1csc(-c2cccnc2)n1)c1ccc(Br)cc1	i	i	i	-1	i	i	-10	-2	i	i	3
O=C(CN1C(=O)NC2(CCCC2)C1=O)Nc1ccc(F)c(Cl)c1	i	i	i	0	i	i	-4	0	i	i	nt
CC1(C)CC(=O)C/C(=N/NC(=O)c2ccc(-c3ccccc3)cc2)C1	i	i	i	-2	i	i	-4	-3	i	i	-6
Cc1ccc(-c2nnc(NC(=O)c3ccco3)s2)cc1	i	i	i	-3	i	i	-8	-4	i	i	-4
COc1cc(CNCCc2ccc(S(N)(=O)=O)cc2)ccc1OCC(=O)NC(C)(C)C	i	i	i	1	i	i	-6	2	i	i	-2
Cc1ccc(N(C)S(=O)(=O)c2cc3c(cc2C)NC(=O)CO3)cc1	i	i	i	-1	i	i	-8	-3	i	i	-3
O=S(=O)(/N=C(/Nc1cc(N2CCOCC2)ncn1)c1ccc(F)cc1)c1ccccc1	i	i	i	0	i	i	-8	4	i	i	4&-3
CCOC(=O)C(CCCP(=O)(c1ccccc1)c1ccccc1)(NC(C)=O)C(=O)OCC	i	i	i	2	i	i	0	-1	i	i	1
C(=C\c1nc(-c2ccncc2)no1)/c1ccccc1	i	i	i	3	i	i	-14	0	i	i	-4
COc1cc(C2C(C(=O)c3ccco3)=C(O)C(=O)N2c2cc(C)on2)cc(Br)c1O (stereo not drawn)	i	i	i	-4	i	i	-7	-1	i	i	-15
O=C(CC1SC(=Nc2ccccc2)N(CCCO)C1=O)Nc1ccc(Cl)cc1 (stereo not drawn)	i	9*	i	2	i	nt	-26	0	-9.1*	i	7
Cc1ccc(S(=O)(=O)Cn2nnnc2C(C(C)C)N2CCC(C(N)=O)CC2)cc1 (stereo not drawn)	i	i	i	0	i	i	-1	-1	i	i	0
O=C(COc1ccc(S(=O)(=O)Nc2ccccc2)cc1)NCc1ccncc1	i	i	i	-2	i	i	-4	1	i	i	2
COC(=O)c1ccc(N2C(=O)CC(N(C)Cc3ccccc3)C2=O)cc1 (stereo not drawn)	i	i	i	-4	i	i	-5	5	i	i	-6
COCCn1cnc2c1c(=O)n(CC(=O)c1ccc3c(c1)OCCO3)c(=O)n2Cc1ccccc1	i	i	i	0	i	nt	-10	1	i	i	0
COc1ccc(C)cc1NC(=O)CN(c1ccccc1F)S(C)(=O)=O	i	i	i	-4	i	i	-10	4	i	i	1
COc1ccc(C2=CSC3=NCCN23)cc1F	nt	nt	nt	-1	nt	i	nt	1	nt	i	-1
COC(=O)c1cc(C(=O)OC)n(Cc2ccc(Br)cc2)n1	i	i	i	2	i	i	-2	1	i	i	6
Cn1c(=O)c2c(SCC(=O)N3CCOCC3)nc(C3CCCCC3)nc2n(C)c1=O	i	i	i	3	i	i	-9	0	i	nt	nt
CCNC(=S)N1CCn2c(nc3ccccc32)C1	i	i	i	2	i	i	-1	2	i	i	1
CCCCn1c(N)c(N(CCOC)C(=O)COC(=O)C(C)Oc2ccc(Cl)cc2)c(=O)[nH]c1=O (stereo not drawn)	i	i	i	1	i	i	-15	2	i	i	0
CN(Cc1cn(C)nc1-c1ccccc1F)CC1CCN(Cc2ccccc2)CC1	i	i	i	-2	i	i	-10	-1	i	i	11
CC(=O)c1cc(C#N)c(N2CCCC2)nc1C	i	i	i	-1	i	i	-8	1	i	i	1
Cc1nc2cc(NC(=O)N3CC4(C)CC3CC(C)(C)C4)ccc2n1C (stereo not drawn)	i	i	i	-1	i	i	-1	0	i	i	nt
Cc1ccc(/C=N\NC(=O)CNC(=O)C23CC4CC(CC(C4)C2)C3)o1	i	i	i	3	i	i	-11	1	i	i	-8
Cc1cc(S(=O)(=O)N2CCCC2)c(C)s1	i	i	i	1	i	i	-8	3	i	i	-1
Cc1ccc(-c2cc(N)n(Cc3ccc(Cl)cc3)n2)cc1	i	i	i	-2	i	i	-9	1	i	i	-6
CCCCn1c(CNC(C)=O)nc2ccccc21	i	i	i	-5	i	i	-9	-2	i	i	-1
Cc1c(NC(=O)N(C)c2ccccc2)c(=O)n(-c2ccccc2)n1C	i	i	i	-3	i	i	2	5	i	i	nt
O=C(O)c1ccc(-n2ncc3c2/C(=C/c2cccc([N+](=O)[O-])c2)CC3)cc1	i	i	i	-3	i	i	-11	0	i	i	-5
Cc1ccc(N2CCN(S(=O)(=O)c3c(C)nc4scc(C)n4c3=O)CC2)c(C)c1	i	i	i	-1	i	i	-8	2	i	i	5
Cc1sc(NC(=O)c2ccco2)c(CN2CCCCC2)c1C	i	i	i	-4	i	i	-13	1	i	i	-1
O=C(NNC(=O)c1cc(O)c(O)c(O)c1)NC1CCCCC1	i	i	i	-5	i	i	-1	-3	i	i	-2
O=C(CC12CC3CC(CC(Br)(C3)C1)C2)NCc1ccccc1	i	i	i	0	i	i	-8	-2	i	i	1
COc1ccccc1CN1CC(C(=O)NCc2c(F)ccc(C)c2F)CCC1=O (stereo not drawn)	i	i	i	-2	i	i	-8	2	i	i	0
